Sm TGR block = blocks Schistosoma mansoni thioredoxin glutathione reductase | Q962Y6 | Potency, µM (doses to about 114 µM), for inactives: at the highest dose activity change, negative = inhibition, hits mostly inhibitors | purified TGR, DTNB reduction, TNB absorbance 405 nm | AID 485364 | 360,000 compounds, 3% hits; also: potency is read from the fitted curve at half-maximal effect; nearly all actives have a fitted effect of over 60% in size
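TGR 20 nM + NADPH 100 uM (dispensed conc.), cpd preinc 15 min RT; start with NADPH (500 uM addition) then DTNB (15 mM addition). Kinetic TNB absorbance, 405 nm filter. Four-parameter Hill fit across titration.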
AmpC detergent = inhibitors of E. coli AmpC beta-lactamase with detergent | Potency, µM (highest dose often 114 µM), without a hit: top-dose activity change, negative = inhibition, hits mostly inhibitors | AmpC hydrolysis of nitrocefin, absorbance 480 nm, 0.01% Triton | 370,000 compounds, 0.041% hits | AID 485294;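 also: potency is read from the fitted curve at half-maximal effect; 0% = no-compound wells and -100% = no-enzyme wells; nearly all actives have a fitted effect of over 25% in size; some results filed as inactive show a strong effect at the top dose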
Target sequence (P00811 whole entry, looked up): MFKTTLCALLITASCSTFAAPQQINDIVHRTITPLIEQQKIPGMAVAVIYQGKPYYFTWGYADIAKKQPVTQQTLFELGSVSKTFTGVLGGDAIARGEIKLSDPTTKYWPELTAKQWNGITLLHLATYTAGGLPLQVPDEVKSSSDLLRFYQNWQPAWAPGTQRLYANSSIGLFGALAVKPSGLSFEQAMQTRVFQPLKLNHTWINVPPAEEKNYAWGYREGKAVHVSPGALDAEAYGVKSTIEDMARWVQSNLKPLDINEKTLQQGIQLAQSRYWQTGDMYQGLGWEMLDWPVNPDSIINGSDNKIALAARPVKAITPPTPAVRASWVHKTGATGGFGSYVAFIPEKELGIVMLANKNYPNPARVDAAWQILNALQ
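20 mM phosphate pH 7.0 + 0.01% (detergent screen) or 0.0001% Triton X-100; 5.3 nM AmpC reagent; cpd preinc 15 min RT; nitrocefin (800 uM stock) to start; A480 q20 s × 4 min; Activity was normalised to no-enzyme and no-compound control wells.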
FBPA Giardia inh = inhibitors of Giardia lamblia fructose-1,6-bisphosphate aldolase; Potency, µM (doses to about 59.6 µM), for inactives: top-dose activity, negative = inhibition, most hits filed as inhibitors; purified Giardia FBPA; A8B2U2; 290,000 compounds, 0.71% hits; also: potency is read from the fitted curve at half-maximal effect; nearly all actives have a fitted effect of over 55% in size
Target sequence (A8B2U2 whole entry, looked up): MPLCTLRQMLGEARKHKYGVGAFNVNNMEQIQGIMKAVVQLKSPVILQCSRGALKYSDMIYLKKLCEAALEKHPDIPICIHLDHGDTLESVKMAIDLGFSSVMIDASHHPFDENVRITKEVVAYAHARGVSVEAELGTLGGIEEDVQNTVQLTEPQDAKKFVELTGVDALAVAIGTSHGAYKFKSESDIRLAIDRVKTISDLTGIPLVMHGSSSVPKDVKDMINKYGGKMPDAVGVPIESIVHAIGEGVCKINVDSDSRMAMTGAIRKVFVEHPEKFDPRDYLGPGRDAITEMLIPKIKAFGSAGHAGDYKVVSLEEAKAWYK
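40 nM FBPA preincubated 10 min at RT with compound (up to 57.5 uM final), then substrate plus GAPDH/TPI/NAD/arsenate coupling and diaphorase/resazurin added. Fluorescence read after 20 min at RT, 525/598 nm.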
AmpC no deterg = blocks E. coli AmpC beta-lactamase in detergent-free assay. 330,000 compounds, 0.52% hits. AmpC nitrocefin hydrolysis, absorbance 480 nm, 0.0001% Triton. Potency, µM (top dose mostly 57.1 µM), for the others: top-dose activity change, negative = inhibition, hits mostly inhibitors;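 also: potency is read from the fitted curve at half-maximal effect; plate controls were no compound for no effect and no enzyme for full effect; nearly all actives have a fitted effect of over 20% in size; some results filed as inactive show a strong effect at the top dose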
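20 mM phosphate pH 7.0 + 0.01% (detergent screen) or 0.0001% Triton X-100; 5.3 nM AmpC reagent; cpd preinc 15 min RT; nitrocefin (800 uM stock) to start; A480 q20 s × 4 min; Activity was normalised to no-enzyme and no-compound control wells.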
HCMV antiviral = human cytomegalovirus inhibition; HFF cells, HCMV-luciferase reporter, 72 h; active compounds read low; activity change, negative = inhibition, % at 57.5 µM; 410,000 compounds, 4.5% hits; AID 1259415; in the data active = activity change below about -60%; inconclusive = no clear call, values can overlap the other calls; inactive = above about -39%
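HFF cells seeded 16 h at 37C, treated with compounds, infected with luciferase-reporter HCMV at MOI 1 PFU/cell; luciferase read at 72 h post infection, normalized to buffer-only and Salinomycin controls.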
AMA1-RON2 inh = inhibitors of Plasmodium falciparum AMA1-RON2 interaction; AlphaScreen AMA1-biotinylated RON2 peptide binding; Potency, µM (highest dose often 58.2 µM), for inactives: top-dose activity change, negative = inhibition, most hits filed as inhibitors; 360,000 compounds, 0.2% hits; AID 720542;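 also: potency is read from the fitted curve at half-maximal effect; 0% = vehicle wells and -100% = peptide control; nearly all actives have a fitted effect of over 45% in size; some results filed as inactive show a strong effect at the top dose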
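AMA1 (3D7) with his tag at 25 nM final met compounds first, then biotinylated RON2 peptide at 25 nM; detection used donor plus acceptor beads, 10 µg/mL apiece, read by AlphaScreen after 30 min at room temperature.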
Starred values were filed as active, the others as inactive; ? = inconclusive; · = no result given; & = joins results of further samples; [ ] = another dose, or the depositor's remark. Unless noted, calls follow the shape of the dose curve; as a rule, active = well fitted curve in the direction sought with a large enough effect; inconclusive = small, poorly fitted or top-dose-only effect, or another doubt; inactive = no such curve, though single readings can be large; an effect the other way counts as inactive or inconclusive. Unless noted, % is scaled to controls: 0 for no effect and ±100 for the full control effect.

1. O=C(CC1N=C2c3ccccc3N=C(SCc3cccc(Cl)c3)N2C1=O)NCCc1ccccc1 (stereo unspecified)
2. O=C(c1ccc(Br)o1)N(Cc1ccccc1)Cc1ccccc1
3. COc1ccc(CNC(=O)Nc2ccc3c(c2)N(C)C(=O)c2ccccc2S3)cc1
4. O=C(Nc1ccc2ccccc2c1)c1ccc2[nH]c(=O)c(=O)[nH]c2c1
5. CN(CC(=O)Nc1ccccc1C(F)(F)F)C(=O)CCc1nc2ccccc2c(=O)[nH]1
Compound,1,2,3,4,5
HCMV antiviral,16,-4,-28,17,-24
AmpC detergent,-5%,-4%,17%,2%,?
AmpC no deterg,·,1%,·,-33%,3%
FBPA Giardia inh,·,10%[89.2 µM],·,-5%,·
AMA1-RON2 inh,·,-25%,·,-5%,4%
Sm TGR block,1%,-2%,-4%,-7%,1%

6. CCOC(=O)C1C(=O)C=C(N2CCOCC2)CC1c1cccc(OC)c1 (stereo unspecified)
7. CCOC(=O)C1CCCN(CC(=O)NC2CC2)C1 (stereo unspecified)
8. CNc1ccc(C(=O)OCC(=O)NCc2ccc3c(c2)OCO3)cc1[N+](=O)[O-]
9. O=[N+]([O-])c1ccc(OCCn2cncn2)cc1
10. COc1cccc(NC(=O)COC(=O)c2sccc2C)c1
Compound,6,7,8,9,10
HCMV antiviral,36,17,0,-20,-29
AmpC detergent,1%,?,10%,-3%,·
AmpC no deterg,0%,-9%,-5%,-4%,-20%
FBPA Giardia inh,14%,-22%,·,3%,·
AMA1-RON2 inh,-6%,-27%,4%,-2%,9%
Sm TGR block,-9%,-25%,-6%,-1%,·

11. COc1ccc(OCCNc2cc(N3CCOCC3)ccc2[N+](=O)[O-])cc1
12. O=C(/C=C/c1ccco1)Nc1ccc(F)cc1
13. CCOC(=O)c1c(-c2ccc(OC)cc2)oc2ccc(OCc3ccc(Br)cc3)cc12
14. COC(=O)COc1ccc(S(=O)(=O)NCCC2=CCCCC2)cc1
15. Cn1nnnc1SCC(=O)Nc1c(Cl)cccc1Cl
Compound,11,12,13,14,15
HCMV antiviral,-3,-11,24,-7,57
AmpC detergent,2%,-10%,5%,3%,0%
AmpC no deterg,-17%,-24%,·,0.14µM*,1%
FBPA Giardia inh,1%,·,·,-1%,1%
AMA1-RON2 inh,-16%,·,·,-5%,-17%
Sm TGR block,5%,7.1µM*,-2%,-24%,1%

16. COCCCNC(=O)CCSc1ccc(Cl)cc1
17. CSc1nnc(CNS(=O)(=O)c2ccc(Br)cc2)n1C
18. Cc1cc(=O)[nH]c(SCC(=O)Nc2ccc(C(=O)O)cc2)n1
19. Cc1cc(C)cc(-n2ncc3c2CCCC3NC(=O)c2cc(C)n(C)n2)c1 (stereo unspecified)
20. CN1C(=O)C(=O)/C(=C(/O)c2ccc(Br)cc2)C1c1ccccc1F (stereo unspecified)
Compound,16,17,18,19,20
HCMV antiviral,5,57,-24,-36,20
AmpC detergent,?,-13%,-2%,5%,-12%
AmpC no deterg,-6%,-8%,-3%,145%[activator],-7%
FBPA Giardia inh,4%,·,10%,3%,-1%
AMA1-RON2 inh,0%,6%,0%,-2%,-3%
Sm TGR block,4%,10%,-3%,2%,-10%

Reformatted with two lines to a compound: 3 of the compounds above.
Each structure is followed by: HCMV antiviral, AmpC detergent, AmpC no deterg, FBPA Giardia inh, AMA1-RON2 inh, Sm TGR block
10: COc1cccc(NC(=O)COC(=O)c2sccc2C)c1
    -29, ·, -20%, ·, 9%, ·
11: COc1ccc(OCCNc2cc(N3CCOCC3)ccc2[N+](=O)[O-])cc1
    -3, 2%, -17%, 1%, -16%, 5%
12: O=C(/C=C/c1ccco1)Nc1ccc(F)cc1
    -11, -10%, -24%, ·, ·, 7.1µM*

(listing goes on)
21. NC(=O)C1CCCc2c1n(Cc1ccccc1)c1ccccc21 (stereo unspecified)
22. COc1ccc(S(=O)(=O)N(C)CC(=O)Nc2ccccc2SC)cc1
23. COc1ccc(/C=N/NC(=O)c2cc(-c3ccccc3OC)nc3ccccc23)cc1COC(C)=O
24. O=S(=O)(c1ccc2nnn(O)c2c1)N1CCCCC1
25. CCc1cc(C(=O)NNC(=O)c2csc(N3CCOCC3)n2)sc1C
Compound,21,22,23,24,25
HCMV antiviral,-31,-35,19,-8,15
AmpC detergent,2%,-8%,0%,2%,?
AmpC no deterg,17%,11%,54%,-28%,-18%
FBPA Giardia inh,3%,-9%,1%,27%,·
AMA1-RON2 inh,-9%,13%,-18%,12%,83%[activator]
Sm TGR block,-16%,6%,7%,3%,-3%

Results in sequence from above:
Entries 14 to 23 in AmpC detergent, in turn: 3%, 0%, ?, -13%, -2%, 5%, -12%, 2%, -8%, 0%
Entries 14 to 23 in AmpC no deterg, in turn: 0.14µM*, 1%, -6%, -8%, -3%, 145%[activator], -7%, 17%, 11%, 54%
Entries 14 to 23 in Sm TGR block, in turn: -24%, 1%, 4%, 10%, -3%, 2%, -10%, -16%, 6%, 7%

In another format: entries from further up.
nr	smiles	HCMV antiviral	AmpC detergent	AmpC no deterg	FBPA Giardia inh	AMA1-RON2 inh	Sm TGR block
10	COc1cccc(NC(=O)COC(=O)c2sccc2C)c1	-29	·	-20%	·	9%	·
11	COc1ccc(OCCNc2cc(N3CCOCC3)ccc2[N+](=O)[O-])cc1	-3	2%	-17%	1%	-16%	5%

Additional compounds follow:
26. COc1ccc2cc(CNc3ccc(OC)c(OC)c3)c(=O)n(CC(=O)Nc3ccccc3F)c2c1
27. CCOC(=O)c1c(NC(=O)CSc2nnc(-c3c[nH]c4ccccc34)n2C)sc2c1CCCC2
28. C[C@H](NC(=O)OC(C)(C)C)C(=O)N/N=C/c1cccc2nccnc12
29. O=C(CCc1nc2ccccc2c(=O)[nH]1)NNC(=O)COc1ccccc1Cl
30. COc1ccc(OC)c(S(=O)(=O)N2CCN(c3c(C)cccc3C)CC2)c1
Compound,26,27,28,29,30
HCMV antiviral,10,6,51,-12,?
AmpC detergent,22%,-4%,6%,-11%,?
AmpC no deterg,·,3.5µM*,-7%,-1%,40µM*
FBPA Giardia inh,·,-5%,-13%,·,-14%
AMA1-RON2 inh,·,-5%,92%[activator],87%[activator],-7%
Sm TGR block,-27%,-14%,9%,-4%,?

31. CC(=O)Nc1ccc(NC(=O)COC(=O)c2ccco2)cc1
32. Cc1cccc(NC(=O)CSc2nnc3c4ccccc4n(C)c3n2)c1
33. COc1cccc(CN(C(=O)COc2ccc(Cl)cc2)C2CCS(=O)(=O)C2)c1 (stereo unspecified)
34. Cc1nn(C(=O)c2ccc(Cl)cc2)c(C)c1S(=O)(=O)N1CCOCC1
35. Cc1ccc(N=C2NC(=O)c3cc([N+](=O)[O-])ccc32)cc1
Compound,31,32,33,34,35
HCMV antiviral,13,3,-33,-2,5
AmpC detergent,-10%,0%,-2%,-1%,?
AmpC no deterg,-21%,·,99%[activator],·,-19%
FBPA Giardia inh,1%,·,6%,·,-11%
AMA1-RON2 inh,3%,·,0%,·,-6%
Sm TGR block,-3%,5%,1%,?,10%

36. Cc1cc(NC(=O)c2cccc(N3C(=O)CCC3=O)c2)no1
37. O=C(COC(=O)c1cc(S(=O)(=O)N2CCCCC2)ccc1N1CCOCC1)c1ccc(F)cc1
38. Cc1ccc2[nH]c(=O)c3cc(C(=O)NC(C)C)sc3c2c1
39. Cc1oc(-c2cccc(C(F)(F)F)c2)nc1CN1CCN(c2ccccn2)CC1
40. COC(=O)CNC(=O)C(Cc1ccccc1)NS(=O)(=O)c1ccc2c(c1)c(=O)n(C)c(=O)n2C (stereo unspecified)
Compound,36,37,38,39,40
HCMV antiviral,5,14,30,?,44&-3
AmpC detergent,3%,?,6%,7%,-9%&16%
AmpC no deterg,-14%,43%,-29%,234%[activator],-9%
FBPA Giardia inh,3%,·,-11%,-6%,5%
AMA1-RON2 inh,21%,-4%,-2%,-24%,0%
Sm TGR block,-6%,-2%,1%,-19%,2%&3%

41. CCN(C(=O)COC(=O)C1CC1C)c1c(N)n(Cc2ccccc2)c(=O)[nH]c1=O (stereo unspecified)
42. O=C(COc1cc(O)c2c(=O)cc(-c3ccccc3)oc2c1)c1ccccc1
43. Cc1cc(C)c(NC(=O)C[N+](C)(C)CC(O)COc2cccc3ccccc23)c(C)c1 (stereo unspecified)
44. Cc1ccc(C)c(N2CCN(C(=O)C3CCCN(S(=O)(=O)c4c(C)noc4C)C3)CC2)c1 (stereo unspecified)
45. COc1ccc(NC(=O)C2=C(C)NC(=O)NC2c2ccccc2[N+](=O)[O-])cc1 (stereo unspecified)
Compound,41,42,43,44,45
HCMV antiviral,-17,-8,-16,-18,-37
AmpC detergent,?,-3%,-7%,-17%,5%
AmpC no deterg,-6%,-37%,188%[activator],-77%,-31%
FBPA Giardia inh,·,6%,19%,-6%,4%
AMA1-RON2 inh,6%,-3%,-11%,-13%,-8%
Sm TGR block,6%,5%,3%,6%,-1%

46. CCSC1=C(C#N)C2(CCCCC2)C2=C(CC(C)(C)CC2=O)N1
47. NS(=O)(=O)c1ccc(S(=O)(=O)N2CCCC2)cc1
48. COc1ccc(NC(=O)c2cn(CCC#N)nc2-c2cccc([N+](=O)[O-])c2)cc1
49. Cc1ccc(S(=O)(=O)N2CCCCC2)cc1NC(=O)c1cncc(Br)c1
50. CCOCC(=O)Nc1cc(C(=O)Nc2cc(C)cc(C)c2)ccc1Cl
51. N#CCCN(C(=O)COc1ccc(Br)cc1F)c1ccc(F)cc1
52. COc1ccc(C(=O)NCCn2cc(SCC(=O)NCCc3ccc(OC)c(OC)c3)c3ccccc32)cc1
Compound,46,47,48,49,50,51,52
HCMV antiviral,-13,2,-9,-9,·,-3,-17
AmpC detergent,-1%,-15%,4%,0%,7%,6%,-3%
AmpC no deterg,-17%,-7%,-9%,2%,-10%,14%,·
FBPA Giardia inh,-2%,6%,-4%,·,3%,-3%,·
AMA1-RON2 inh,-4%,9%,12%,-4%,·,0%,·
Sm TGR block,13%,-3%,6%,-4%,12%,5%,-3%

Assay outcomes as filed in PubChem.

Not a hit list. Share with any hit: about 7.8%.
